# Source: PubChem BioAssay (NMMLSC)
# Myeloid diff 2: induction of myeloid progenitor differentiation, primary screen, cell-based, flow cytometry, MLPCN library. ER-HoxA9 myeloid progenitors, lysozyme-GFP differentiation. calls only at 10 µM. actives 1% (n = 360,000);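 active means normalized GFP-positive differentiation at or above the plate's own cutoff, the solvent-only control mean plus 3 SD; inconclusive means no clear call, values can overlap the other calls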;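 further: cells exposed to compound for four days before flow analysis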
# Myeloid diff 2 GFP+ MAC1+ %: also measured in Myeloid diff 2; calls as there; GFP+ MAC1+ double positive, %; measured here: differentiation confirmed by MAC1 staining
# Active calls of the source: *; i = inactive; ? = inconclusive; . = no result given; + = active, no number.
# Value order – Myeloid diff 2 GFP+ MAC1+ %	Myeloid diff 2
CCCCN1C(=O)C(CC(=O)NC2CCCCC2)CC(C(=O)N(C(C)C)C(C)C)=C1C (stereo unspecified)
    0.4	i
Cc1cccc(C)c1NC(=O)C1c2ccccc2OCC(=O)N1CCc1ccccc1 (stereo unspecified)
    1.6	i
NS(=O)(=O)c1ccc(CCNC(=O)CCc2ccccc2)cc1
    0.4	i
Oc1ccc(C[C@H]2CN([C@@H](Cc3ccccc3)CN3CCC[C@@H]3CN3C(=S)NC[C@@H]3Cc3ccccc3)C(=S)N2CC2CCCCC2)cc1
    0.8	i
CCCCOC(=O)C1=C(C)N(C)C(=O)NC1c1cc2c(cc1Br)OCO2 (stereo unspecified)
    1.2	i
CC(=O)Nc1cc(-c2ccc(C(=O)N3CCOCC3)cc2)cn2c(-c3cccc(C(F)(F)F)c3)cnc12
    1.8	i
Cc1nc2ccc(C(=O)Nc3cccc(OCC(=O)N(C)C)c3)cn2c1N(C)CC1CCCCC1
    1.2	i
COc1ccc(C2CCCCCN2C(=O)C2CCN(S(=O)(=O)c3ccc(C)cc3)CC2)cc1 (stereo unspecified)
    0.7	i
CC(C)(C)S(=O)N1Cc2cc(C(=O)Nc3ccc(-c4ccccc4)cc3)nc(-c3cccc(-c4cc5ccccc5o4)c3)c2[C@@H]1CCO (stereo partly specified)
    1.5	i
CCc1ccc2c(F)cccc2n1
    0.7	i
CC(=O)N(C)C[C@H]1Oc2ncc(Br)cc2C(=O)N([C@H](C)CO)C[C@@H]1C
    0.3	i
CN(Cc1ccccc1)C(=O)c1ccc2sc([C@H]3C[C@H](O)[C@@H](CO)O3)nc2c1
    0.8	i
Cc1ccccc1S(=O)(=O)N(C)C[C@@H]1OCc2ccccc2-c2c(n(C)c3ccccc23)C(=O)N([C@H](C)CO)C[C@@H]1C
    0.4	i
CCCCCNC(=O)c1ccc(NC(=O)CC2SC(N3CCCC3)=NC2=O)cc1 (stereo unspecified)
    3.2	i
CC(C)(C)n1nnnc1C(c1cc2ccccc2o1)N1CCCC1 (stereo unspecified)
    0.9	i

# Of the compounds above, two have a tert-butyl group:
# Value order – Myeloid diff 2 GFP+ MAC1+ %	Myeloid diff 2
CC(C)(C)S(=O)N1Cc2cc(C(=O)Nc3ccc(-c4ccccc4)cc3)nc(-c3cccc(-c4cc5ccccc5o4)c3)c2[C@@H]1CCO (stereo partly specified)
    1.5	i
CC(C)(C)n1nnnc1C(c1cc2ccccc2o1)N1CCCC1 (stereo unspecified)
    0.9	i

# New compounds follow:
# Value order – Myeloid diff 2 GFP+ MAC1+ %	Myeloid diff 2
CCCc1nc2ccc(C)cn2c1Cc1ccccc1OC
    1.2	i
O=S1(=O)CCN(Cc2cccnc2)CC1
    0.3	i
CC1(C(=O)Nc2ccccc2Cc2ccccc2)CCN1CCc1ccccc1 (stereo unspecified)
    0.8	i
COCc1cn(CC(C)n2c(=O)c3ccccc3n2Cc2cc(C(C)C)no2)nn1 (stereo unspecified)
    3.4	i
CCOc1ccc(S(=O)(=O)c2ccc(C)cc2)c2c1no[n+]2[O-]
    2.0	i
COc1ccccc1-c1cn(CC[C@@H]2CC[C@H](NC(=O)C3CCC3)[C@@H](CO)O2)nn1
    2.8	i
C=C1C(=O)OC2C1CCC(C)=CCCC1(C)OC21 (stereo unspecified)
    .	?
CN1C(=O)[C@H]2[C@@H](c3ccc(C(F)(F)F)cc3)N[C@]3(CCCN(Cc4cccn4C)C3=O)[C@H]2C1=O
    1.1	i
CCNC(=O)C1(C)CCCN1Cc1ccccc1Cl (stereo unspecified)
    0.3	i
CN(C)CCNC(=O)C1(C)Cc2c(-c3cccc(C(F)(F)F)c3)ccnc2O1 (stereo unspecified)
    0.9	i
CC1=C(C(=O)N2CCCCCC2)CC(CC(=O)NCCCN(C)C)C(=O)N1Cc1ccc(C(C)(C)C)cc1 (stereo unspecified)
    1.5	i
COc1cccc(CNc2nc(NC(C)C)nc3ccsc23)c1
    0.2	i
Brc1ccc2nc(C3CCCCC3)c(Cc3ccccc3)n2c1
    0.4	i
O=c1[nH]cnc2c1ncn2C1OC(CO)CC1F (stereo unspecified)
    1.5	i
O=C(c1ccccc1)c1ccc(C(=O)N2CCN(c3ccccc3O)CC2)cc1
    1.4	i

# Entries shown so far with an aryl methoxy group, in the order listed:
# Value order – Myeloid diff 2 GFP+ MAC1+ %	Myeloid diff 2
COc1ccc(C2CCCCCN2C(=O)C2CCN(S(=O)(=O)c3ccc(C)cc3)CC2)cc1 (stereo unspecified)
    0.7	i
CCCc1nc2ccc(C)cn2c1Cc1ccccc1OC
    1.2	i
COc1ccccc1-c1cn(CC[C@@H]2CC[C@H](NC(=O)C3CCC3)[C@@H](CO)O2)nn1
    2.8	i
COc1cccc(CNc2nc(NC(C)C)nc3ccsc23)c1
    0.2	i

# Some of the entries so far, with tabs.
SMILES	Myeloid diff 2 GFP+ MAC1+ %	Myeloid diff 2
Brc1ccc2nc(C3CCCCC3)c(Cc3ccccc3)n2c1	0.4	i
COCc1cn(CC(C)n2c(=O)c3ccccc3n2Cc2cc(C(C)C)no2)nn1 (stereo unspecified)	3.4	i

# Other records follow.
# Value order – Myeloid diff 2 GFP+ MAC1+ %	Myeloid diff 2
CC(C)NC(=O)C1(C)CN(S(C)(=O)=O)CC(=O)N1C1CC1 (stereo unspecified)
    3.6	i
O=C(Nc1ccc(F)cc1)C(CCc1ccccc1)N1CCN(c2cccc(C(F)(F)F)n2)CC1 (stereo unspecified)
    1.2	i
CCc1nc2c(OCCn3cccc3)cccn2c1N(C=O)Cc1ccc(OC)cc1
    1.3	i
Cc1cc(C)c(C)c(S(=O)(=O)N2CCC(C(=O)NCc3cccs3)CC2)c1C
    0.8	i
CCN(CC(=O)Nc1cc(Cl)ccc1C)CC(=O)NC1CC1
    1.3	i
COc1ncc(-c2ccc(N3C(c4ccsc4)=Cc4ccc(F)cc4C3CC(C)=O)cc2)cn1 (stereo unspecified)
    1.3	i
C/C=C/c1ccc2c(c1)O[C@H](CN(C)C(=O)NC1CCCC1)[C@H](C)CN([C@H](C)CO)S2(=O)=O
    0.9	i
CCCNC(=O)OC1CC2CC1[C@H]1CCCCN1C2=O (stereo partly specified)
    0.8	i
C[C@@H]1CN([C@H](C)CO)S(=O)(=O)c2ccc(C#Cc3ccccc3F)cc2O[C@H]1CN(C)C(=O)c1ccc2c(c1)OCO2
    0.4	i
CCc1nc2ccc(C(=O)NCCC(C)C)cn2c1N(CCN(C)C)CC1CC1
    1.7	i
CCC(=O)N1CCC1(C)C(=O)Nc1nccs1 (stereo unspecified)
    1.1	i
CC1=C(C(=O)N(C(C)C)C(C)C)CC(CC(=O)NCCCCc2ccccc2)C(=O)N1CCC1=CCCCC1 (stereo unspecified)
    1.0	i
CC(=O)N1N=C(c2ccc(Br)cc2)CC1c1ccc(Br)cc1 (stereo unspecified)
    0.7	i
O=C(Nc1ccc2c(c1)OCCO2)C(C1CC1)N1CCN(C/C=C/c2ccccc2)CC1 (stereo unspecified)
    1.0	i
Nc1nc(N2CCCCC2)c2ncn(C3OC(CO)C(O)C3O)c2n1 (stereo unspecified)
    0.5	i
O=C(CCN1CCCCC1)Nc1ccc(F)c(F)c1
    1.1	i
CCOC(=O)C1(CCCc2ccccc2)CCN(C(=O)c2n[nH]c(CC)c2C)CC1
    0.8	i
CCCCN1C(=O)C(CC(=O)NCCc2ccccn2)CC(C(=O)N(C(C)C)C(C)C)=C1C (stereo unspecified)
    0.4	i
O=C(NCc1ccc(F)cc1)c1cc(C2CCCCN2C(=O)c2ccc3c(c2)CCO3)on1 (stereo unspecified)
    0.6	i
COc1ccc(CCNC(=O)Nc2ccc3nc([C@@H]4O[C@H](CO)[C@@H](O)[C@H](O)[C@H]4O)[nH]c3c2)cc1Br
    2.4	i
Cc1ccccc1N(CC(=O)N1CCN(Cc2ccccc2)CC1)S(C)(=O)=O
    1.1	i
CCOC(=O)C1(C)CCCCN1C(=O)c1cccc(Cl)c1 (stereo unspecified)
    0.7	i
CC(C)C[C@@H]1COc2cc(N(C)CCO)ccc2S(=O)(=O)N1
    1.0	i
O=C(NCc1ccncc1)[C@@H]1CCCN1C(=O)[C@@H]1CCCN1C(=O)c1cccs1
    3.4	i
CCc1nc2c(OCCOc3ccc(F)cc3)cccn2c1N(C)C(=O)c1cccs1
    2.8	i
COC(=O)[C@@]12C[C@@H](CC(=O)NCCCN3CCCC3=O)C(=O)N(Cc3ccco3)C1=CCC(C)(C)C2
    3.4	i
OC(c1ccccc1)c1nc(-c2cccc3cccnc23)cs1 (stereo unspecified)
    1.5	i
CCOC(=O)N1CCN(S(=O)(=O)N2CCCC(C(=O)NCc3cc(Br)ccc3OC)C2)CC1 (stereo unspecified)
    0.6	i
CC1(Cc2ccccc2OC(F)(F)F)C(=O)Nc2cc(-c3ccccc3Cl)ccc21 (stereo unspecified)
    0.9	i
CCOC(=O)[C@]12CCCC=C1N(CCC1=CCCCC1)C(=O)[C@H](CC(=O)NCc1ccccc1)C2
    2.6	i

# Two records picked at random from those above, as already listed:
# Value order – Myeloid diff 2 GFP+ MAC1+ %	Myeloid diff 2
Cc1ccccc1N(CC(=O)N1CCN(Cc2ccccc2)CC1)S(C)(=O)=O
    1.1	i
CCOC(=O)[C@]12CCCC=C1N(CCC1=CCCCC1)C(=O)[C@H](CC(=O)NCc1ccccc1)C2
    2.6	i

# Next section:
# Value order – Myeloid diff 2 GFP+ MAC1+ %	Myeloid diff 2
Cc1ccc(Cc2c(-c3cccc(Br)c3)nc3cc(C)c(Br)c(C)n23)cc1
    0.9	i
CCOC(=O)C1(C)CCN1C(=O)c1ccccc1Br (stereo unspecified)
    0.7	i
CC(S(=O)(=O)c1ccccc1)S(=O)(=O)c1ccccc1
    0.7	i
C[C@@H]1CN([C@H](C)CO)C(=O)CCCn2cc(nn2)CO[C@H]1CN(C)C(=O)Nc1cccc(Oc2ccccn2)c1
    2.3	i
O=C1CSC(=S)N1N=Cc1c(F)cccc1Cl
    0.5	i
O=C(C[C@H]1C(=O)N(Cc2ccccc2)C[C@@H]1c1ccc(Br)cc1)Nc1ccc(Br)cc1
    0.7	i
Cc1cccnc1C1=NOC(Cc2ccccc2)C(=O)N1Cc1ccc(F)cc1 (stereo unspecified)
    2.9	i
COc1cccc(NC(=O)C2(C)CCN2C(=O)CCc2ccc(Cl)cc2Cl)c1 (stereo unspecified)
    0.3	i
CN1CCn2cnc(C(=O)NCc3ccc(CNC(=O)OC(C)(C)C)cc3)c2C1=O
    0.9	i
Cc1nc(-c2cccc(NC(=O)c3ccc(Cl)c(S(=O)(=O)N4CCCC4)c3)c2)cs1
    0.7	i
CC(C)c1c(C(=O)Nc2ccccc2)c(-c2ccccc2)c(-c2ccc(F)cc2)n1CC[C@@H](O)C[C@@H](O)CC(=O)O
    3.7	i
CCCCNC(=O)C1(C)CCCCN1C(=O)c1sccc1C (stereo unspecified)
    0.5	i
COc1cc(OC)cc(-c2c(Sc3ccccc3)c3cc(-c4ccc(OC)c(F)c4)ccc3n2C)c1
    0.3	i
CC(=O)N1CCCC(c2cc(C(=O)Nc3ccccc3)no2)C1 (stereo unspecified)
    0.8	i
Cc1cc2nc(-c3ccccc3)c(Cc3cccc(F)c3)n2c(C)c1Br
    0.8	i
Oc1cccc(-c2sc3ccccc3c2-c2ccc(OCCN3CCCCC3)cc2)c1
    .	?
COc1ccc(NC(=O)C(c2ccncc2)n2c(=O)c(-c3ccco3)nc3ccccc32)cc1 (stereo unspecified)
    5.0	i
Cc1cn([C@H]2C[C@H](O)[C@@H](/C=C/C(=O)NCc3ccco3)O2)c(=O)[nH]c1=O
    0.6*	+
CN(C)c1ccc(-c2ccnc3c2CC(C)(C(=O)NCc2ccccc2)O3)cc1 (stereo unspecified)
    13*	+
CCc1ccc(CN2CCC(Oc3cc(C(=O)NC4CC4)ccc3OC)CC2)cc1
    0.9	i
COCCNC(=O)C1(C)CCCN(C(=O)c2c(-c3ccccc3)noc2C)C1 (stereo unspecified)
    1.4	i
CN1CCN(C(c2ccccc2)c2nnnn2C(C)(C)C)CC1 (stereo unspecified)
    1.2	i
COc1ccc(CN2C(=O)CN(S(C)(=O)=O)CC2(C)C(=O)NC(C)C)cc1OC (stereo unspecified)
    4.3	i
CCCCn1nnnc1C(c1cc2ccccc2o1)N1CCN(CC(=O)N2CCCC2)CC1 (stereo unspecified)
    0.8	i
CCC(C)c1ccc(S(=O)(=O)N2CCN(C(=O)CN3C(=O)NC(C)(C4CC4)C3=O)CC2)cc1 (stereo unspecified)
    1.1	i
Cc1cccc(C)c1NC(=O)C1(C)CSCC(=O)N1CC(C)C (stereo unspecified)
    1.4	i
COc1ccc(C(=O)OCC(=O)c2ccco2)cc1[N+](=O)[O-]
    0.6	i
CC1(C(=O)Nc2cccc3cccnc23)CCN1C(=O)CC1CC1 (stereo unspecified)
    0.9	i
COC(=O)[C@]12CCCCC=C1N(CCc1ccc(OC)c(OC)c1)C(=O)[C@H](CC(=O)NCc1ccc(OC)c(OC)c1)C2
    3.3	i
CN(N=Cc1ccccc1O)c1ccc2ccccc2n1
    0.5	i
O=C(O)Cc1ccc2c(c1)Cc1cccnc1O2
    0.3	i
Cc1cccc(C)c1NC(=O)C(c1ccc(-c2ccccc2)cc1)n1c(=O)c(-c2cc3ccccc3[nH]2)nc2ccccc21 (stereo unspecified)
    2.3	i
COc1ccc(-c2ccc(C(=O)Nc3cccc(F)c3)c3occc23)c(C)c1
    0.8	i
CN(C)c1ccc(C=C2SC(=S)N(Cc3ccco3)C2=O)cc1
    5.9*	+
CC(=Cc1ccccc1)C(=O)c1ccccc1
    0.7	i
CC1=C(C(=O)N2CCOCC2)CC(CC(=O)NCCN2CCOCC2)C(=O)N1Cc1ccccc1 (stereo unspecified)
    1.8	i
COC(=O)C(C(=O)OC)C1CCCCC1NS(=O)(=O)c1ccc(C)cc1 (stereo unspecified)
    1.8	i
O=C(NCC[C@H]1CC[C@@H](NC(=O)C2CCOCC2)[C@@H](CO)O1)Nc1ccc(Cl)cc1
    1.5	i
CC1CCCN(S(=O)(=O)c2ccc3[nH]c(=O)cc(C(=O)NCCCN4CCCCCC4)c3c2)C1 (stereo unspecified)
    1.4	i

# The list is partial (hit frequency here may not be typical).
